TrxR1 substrate: substrates of rat thioredoxin reductase 1 | purified TrxR1 substrate turnover, NADPH consumption readout | Potency, µM (series often up to 114 µM), inactives show top-dose activity change, negative = substrate turnover | actives 0.01% (n = 390,000) | AID 588456; also: % is scaled to controls: 0 for no effect and ±100 for the full control effect; nearly all actives have a fitted effect of over 50% in size
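Rat TrxR1, dispensed at 90 nM, was prereduced with 400 uM NADPH (final) for 5 min at ~22 deg C, then incubated with compound 15 min before 400 uM selenite. A first-read NADPH fluorescence drop versus no-compound background flagged substrates.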
TrxR1 inh: blocks rat thioredoxin reductase 1. recombinant rTrxR1, NADPH fluorescence consumption, selenite substrate. O89049. actives 1% (n = 390,000). Potency, µM (top dose mostly 114 µM), without a hit: at the highest dose activity change, negative = inhibition, usual class: inhibitors; also: % is scaled to controls: 0 for no effect and ±100 for the full control effect; nearly all actives have a fitted effect of over 65% in size
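Rat TrxR1 (90 nM in the dispensed reagent) was pre-reduced with 400 uM NADPH for 5 min at room temperature, then incubated with compound for 15 min. After 400 uM selenite was added, NADPH fluorescence (Ex 340/Em 450 nm) was followed for 8 min.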
USP1-UAF1 inh: inhibitors of human USP1/UAF1 deubiquitinase; Potency, µM (titrated, usually from 57.1 µM), inactives show at the highest dose activity change, negative = inhibition, most hits filed as inhibitors; actives 0.23% (n = 390,000); O94782; recombinant USP1/UAF1, Ub-Rhodamine cleavage fluorescence; also: % is scaled to controls: 0 for no effect and ±100 for the full control effect; nearly all actives have a fitted effect of over 60% in size; inactives centre near -12
Target sequence (O94782 whole entry, looked up): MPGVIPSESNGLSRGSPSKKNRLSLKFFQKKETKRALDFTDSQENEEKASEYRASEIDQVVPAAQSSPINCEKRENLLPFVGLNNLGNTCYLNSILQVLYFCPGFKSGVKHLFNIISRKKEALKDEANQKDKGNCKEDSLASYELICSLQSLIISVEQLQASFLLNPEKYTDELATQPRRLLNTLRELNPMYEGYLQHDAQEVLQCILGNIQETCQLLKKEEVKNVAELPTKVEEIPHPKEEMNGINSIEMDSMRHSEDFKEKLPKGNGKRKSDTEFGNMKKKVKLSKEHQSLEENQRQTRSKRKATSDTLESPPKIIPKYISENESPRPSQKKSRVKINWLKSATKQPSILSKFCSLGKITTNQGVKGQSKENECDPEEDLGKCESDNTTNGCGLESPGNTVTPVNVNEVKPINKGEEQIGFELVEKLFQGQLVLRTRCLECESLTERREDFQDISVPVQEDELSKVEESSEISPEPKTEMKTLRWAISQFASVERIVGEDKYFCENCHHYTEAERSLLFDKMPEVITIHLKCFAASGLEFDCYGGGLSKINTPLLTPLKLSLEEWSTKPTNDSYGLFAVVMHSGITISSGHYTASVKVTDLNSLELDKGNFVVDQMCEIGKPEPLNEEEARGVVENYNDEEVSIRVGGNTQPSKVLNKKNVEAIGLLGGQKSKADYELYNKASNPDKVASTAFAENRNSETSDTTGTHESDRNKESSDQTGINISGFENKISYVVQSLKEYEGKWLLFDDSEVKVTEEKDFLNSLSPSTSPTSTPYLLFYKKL
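1 nM enzyme complex + cpd, 15 min RT; start with Ub-Rho 150nM final; kinetic fluorescence ex 480/em 540, 6 reads q60 s. Buffer 50mM HEPES pH 7.8, 0.5mM EDTA, 0.1 mg/ml BSA, 1mM TCEP, 0.01% Tween-20.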
mIDH1 inhibitor: inhibitors of human mutant IDH1 R132H | O75874 | IDH1-R132H enzyme, NADPH consumption, diaphorase/resazurin fluorescence | Potency, µM (series often up to 76.6 µM), for the others: at the top dose activity change, negative = inhibition, actives largely listed as inhibitors | actives 0.093% (n = 390,000) | AID 602179; also: % is scaled to controls: 0 for no effect and ±100 for the full control effect; nearly all actives have a fitted effect of over 65% in size
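IDH1-R132H (0.5 ug/mL) preincubated 30 min with compound, then NADPH (0.016 mM) and alpha-KG (2 mM) added; 80 min at RT, pH 7.5. Remaining NADPH coupled via diaphorase/resazurin to fluorescence (540/590 nm); concentration-response curves normalized to no-enzyme control.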
12-LOX inh: ALOX12 (human) lipoxygenase inhibition; P18054; purified 12hLO, xylenol orange hydroperoxide absorbance; actives 1.1% (n = 580,000); Potency, µM (top dose mostly 108 µM), for the others: at the top dose activity change, negative = inhibition, usual class: inhibitors; AID 1671190; also: % is scaled to controls: 0 for no effect and ±100 for the full control effect
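Hydroperoxide product was detected by ferrous iron/xylenol orange as the 573 to 405 nm absorbance ratio. Arachidonic acid at 40 uM (final) was turned over for 30 min at room temperature by 150 nM human 12hLO, pH 7.0 Hepes buffer, after 15 min compound preincubation.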
RXFP1 agonist: agonists of human relaxin receptor RXFP1 | Q9HBX9 | HEK293T-RXFP1 cAMP TR-FRET, 30 min; response scale: percent of porcine relaxin response, buffer zero | Potency, µM (highest dose often 57.5 µM), without a hit: top-dose activation, actives largely listed as activators | actives 0.3% (n = 370,000) | AID 2676; also: % is scaled to controls: 0 for no effect and ±100 for the full control effect; nearly all actives have a fitted effect of over 60% in size; many of its hits are not listed in these tables
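HEK293T cells stably expressing RXFP1 were pretreated with the PDE4 inhibitor Ro 20174, exposed to compounds for 30 min at 37C, lysed, and cAMP was read by TR-FRET. Data normalized to buffer (basal) and 29 nM porcine relaxin (100%).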
RGS4 inh: blocks human RGS4-accelerated GTP hydrolysis | Transcreener GDP fluorescence polarization, RGS4-accelerated GTP hydrolysis | P49798 | Potency, µM (highest dose often 114 µM), for inactives: top-dose activity change, negative = inhibition, usual class: inhibitors | AID 504845 | actives 0.039% (n = 390,000); also: % is scaled to controls: 0 for no effect and ±100 for the full control effect; nearly all actives have a fitted effect of over 75% in size; some results filed as inactive show a strong effect at the top dose
Target sequence (P49798 whole entry, looked up): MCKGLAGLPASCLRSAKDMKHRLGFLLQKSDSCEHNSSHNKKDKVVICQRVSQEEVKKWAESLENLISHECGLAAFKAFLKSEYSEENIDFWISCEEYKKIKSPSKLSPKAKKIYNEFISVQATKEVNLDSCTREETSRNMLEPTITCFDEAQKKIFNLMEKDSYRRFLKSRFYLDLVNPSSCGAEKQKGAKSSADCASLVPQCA
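MLSMR compounds (23 nl, pin-transferred) preincubated 10 min at room temperature with a 500nM (2x) first reagent, then RGS4 at 900nM (2x) plus Transcreener GDP mix added; fluorescence polarization (620/688 nm) read before and after 90 min at 30 °C.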
Vif-APOBEC3F blk: inhibitors of Vif-A3F interaction; HeLa A3F-eYFP + Vif (tagged APOBEC3F with the HIV-1 protein that degrades it), YFP fluorescence increase; Potency, µM (highest dose often 46.1 µM), without a hit: at the highest dose activity, negative = active; actives 0.2% (n = 390,000); AID 602313; also: % of control where 0% means no effect; nearly all actives have a fitted effect of over 65% in size
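HeLa cells stably expressing A3F-eYFP plus Vif, plated and incubated overnight at 37 deg C, then exposed to compounds overnight at 37 deg C. Blocked degradation read as raised yellow fluorescence (Ex 488/Em 500-530).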
Vif-A3G inh: inhibitors of Vif-APOBEC3G interaction; Q9HC16; HeLa A3G-eYFP + Vif (tagged APOBEC3G with the HIV-1 protein that degrades it), YFP fluorescence, overnight; Potency, µM (highest dose often 46.1 µM), without a hit: at the top dose activity, negative = active, hits mostly inhibitors; actives 0.076% (n = 410,000); AID 602310;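 also: % is scaled to controls: 0 for no effect and ±100 for the full control effect; nearly all actives have a fitted effect of over 60% in size; hits raise eYFP signal because A3G escapes Vif-driven loss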
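HeLa cells stably expressing Vif and C-terminally eYFP-tagged A3G, seeded overnight at 37 deg C, then exposed to compound by pintool overnight at 37 deg C. Rise in yellow fluorescence (Ex 488/Em 500-530, Acumen) marks blocked Vif-driven A3G degradation.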
* = called active by the depositor; i = inactive; ? = inconclusive; · = not tested or not shown; & = joins results of further samples; [ ] = another dose, or the depositor's remark. Calls follow the shape of the dose curve; as a rule, active = well fitted curve in the direction sought with a large enough effect; inconclusive = small, poorly fitted or top-dose-only effect, or another doubt; inactive = no such curve, though single readings can be large; an effect the other way counts as inactive or inconclusive. Potency is read from the fitted curve at half-maximal effect. Not all compounds are listed. The share of hits here may be higher or lower than overall.

SMILES | TrxR1 substrate | TrxR1 inh | USP1-UAF1 inh | mIDH1 inhibitor | 12-LOX inh | RXFP1 agonist | RGS4 inh | Vif-APOBEC3F blk | Vif-A3G inh
CCOC(=O)c1cccc(NC(=O)c2cc3c(-c4cccc(OC)c4)nn(C)c3s2)c1 | 32%[activator] | 36%[activator] | -14% | -19% | -19% | 1.2% | 12% | 1% | -9%
COc1ccc(CN2CC(C(=O)NCCCOC(C)C)CC2=O)cc1 (stereo not drawn) | -4% | -2% | -4% | -3% | i | 0.2% | -3% | 5% | -4%
NC(=O)NC1NC(=O)NC1=O (stereo not drawn) | 5%&6% | 24%&21% | -16% | -16% | 2%&-13% | 0.6% | -15%&0% | 2% | -1%&3%
Cc1ccc(C(C)C)cc1OCCn1cncn1 | 5%[57.1 µM] | 4%[57.1 µM] | -17% | 23% | ? | 3.7% | 18% | -3% | -1%
O=C(c1ccccc1S(=O)(=O)NCc1ccccc1)N1CCCC1 | 4% | 11% | ? | 2% | 8% | 0.3% | -8% | -8% | 3%
C=CCc1ccccc1OCC(O)CN1CCN(Cc2ccc3c(c2)OCO3)CC1 (stereo not drawn) | 2%&1% | -27%&-12% | -13%&-19% | 2%&-9% | ? | 2.1%&1.2% | -9%&7% | ? | 0%&-9%
Nc1nnc(COc2ccccc2)s1 | 9% | 30% | -20% | 8% | 0% | 3.0% | -50% | -18% | -1%
COc1ccc(OC)c(NC(=O)c2sc3nc(Cc4ccccc4)cc(C(F)(F)F)c3c2N)c1 | 10% | 27% | ? | 2% | 2% | -0.1% | -3% | 10µM* | 0%
CCN1CCN(S(=O)(=O)c2cccc(S(=O)(=O)N3CCOCC3)c2)CC1 | 7%[57.1 µM] | 12%[11.4 µM] | 9% | 0% | ? | -0.6% | -7% | -4% | 3%
Cc1ccc(NC(=O)c2ccc(S(=O)(=O)NCc3ccco3)cc2)nc1 | 2% | 4% | -18% | -3% | -27% | 0.8% | -15% | -18% | ?
Cc1ccc(CN2C(=O)CCC2C(=O)NC2CCCC2)cc1 (stereo not drawn) | -2% | 7% | -16% | 3% | -1% | -1.0% | -3% | -1% | -1%
Cc1ccc(-n2c(CNc3ccc(F)cc3)nnc2SCC(=O)O)cc1 | -1%[57.1 µM] | 1%[57.1 µM] | -26% | -4% | -1% | -2.2% | 27% | -3% | -9%
COc1cc(-c2cc(OC)c3c(C)oc(C)c3c(=O)c2)ccc1OC(=O)c1ccccc1Cl | -5% | 2% | ? | 16% | ? | 3.4% | -5% | -13% | -2%
NC(=S)Nc1cccc2[nH]ncc12 | 6%[11.4 µM] | 20%[11.4 µM] | -22% | 3% | 0% | -0.4% | -6% | 10% | -7%
CCc1cc2c(=O)oc(-c3ccc(F)cc3)nc2s1 | 6% | 22% | -24% | 2% | -3% | 0.8% | 4% | 2% | -3%
COc1ccccc1CCNC(=O)c1ccc2c(c1)c(C)c(C)n2Cc1ccc(Cl)cc1 | 4%[57.1 µM] | 26%[57.1 µM] | 5% | 3% | -9% | 0.1% | -3% | 1% | -2%
COc1ccc(/C=C/C(=O)Nc2cccc(F)c2)cc1 | -6% | 0% | ? | -2% | 4% | -1.2% | 13% | 1% | 1%
CCCCn1c(N)c(N(CCOC)C(=O)C2CCN(C(=O)c3ccccc3C)CC2)c(=O)[nH]c1=O | 6% | 13% | -15% | -10% | 1% | 0.5% | -10% | 4% | -2%
COc1cc2nc(N(CCCN(C)C)C(=O)c3ccc(C(=O)c4ccccc4)cc3)sc2cc1OC | 6%[57.1 µM] | 5% | -27% | 0% | ? | 0.1% | -3% | 1% | 1%
CCOc1ccc(C(=O)N[C@H](C(=O)Nc2ccc(OC)c(S(=O)(=O)N3CCOCC3)c2)C(C)C)cc1 | -3% | 14%[57.1 µM] | -16% | 8% | 7% | -2.3% | -27% | 1% | -1%

Another view of two compounds above:
SMILES	TrxR1 substrate	TrxR1 inh	USP1-UAF1 inh	mIDH1 inhibitor	12-LOX inh	RXFP1 agonist	RGS4 inh	Vif-APOBEC3F blk	Vif-A3G inh
C=CCc1ccccc1OCC(O)CN1CCN(Cc2ccc3c(c2)OCO3)CC1 (stereo not drawn)	2%&1%	-27%&-12%	-13%&-19%	2%&-9%	?	2.1%&1.2%	-9%&7%	?	0%&-9%
Nc1nnc(COc2ccccc2)s1	9%	30%	-20%	8%	0%	3.0%	-50%	-18%	-1%

Later entries
SMILES | TrxR1 substrate | TrxR1 inh | USP1-UAF1 inh | mIDH1 inhibitor | 12-LOX inh | RXFP1 agonist | RGS4 inh | Vif-APOBEC3F blk | Vif-A3G inh
Cc1ccc2nc(Cl)c(/C=N/NC(=O)[C@H]3C[C@@H]3c3ccccc3)cc2c1 | -12%[57.1 µM] | 11%[57.1 µM] | -12% | -3% | 14% | 1.5% | -11% | -8% | -2%
COc1ccc(CCNC(=O)CNCC2CCCO2)cc1OC (stereo not drawn) | 6% | 13% | 7% | 1% | ? | -0.5% | 21% | 1% | 0%
CCN(CC(=O)Nc1cccc(OC)c1)C(=O)C1CC(=O)N(Cc2ccccc2Cl)C1 (stereo not drawn) | · | · | 10% | 7% | -4% | · | · | -6% | -1%
O=C(O)CCCC(=O)Nc1ccc2c(c1)oc1ccccc12 | -8% | -4% | -22% | 2% | -6% | -0.2% | -28% | -9% | -5%
CC(C)C(=O)Nc1ccc(C(=O)NCc2cccnc2)cc1 | -2% | 4% | -3% | 2% | ? | -0.6% | 22% | -12% | 5%
Cc1nn(-c2ccccc2)c(-c2ccccc2[N+](=O)[O-])c1C(=O)O | -3% | 20%[57.1 µM] | -1% | 15% | 6% | -0.5% | -23% | 5% | 1%
COc1ccc(C(=O)Nc2ccnn2C2CCN(Cc3cn(C)nc3C)CC2)cc1 | 19% | 42% | -16% | 11% | -1% | 2.1% | -9% | -1% | 3%
O=C(CSc1nc(C(F)(F)F)cc(=O)[nH]1)NCc1ccc2c(c1)OCO2 | -6% | -5% | -10% | 2% | 2% | -0.9% | 13% | 4% | 1%
CC(=O)N(NC(=O)c1ccccc1Cl)C1CC(=O)N(c2ccc(C)cc2)C1=O (stereo not drawn) | 5%[2.29 µM] | 1%[2.29 µM] | -17% | 1% | 19% | 0.1% | 18% | -1% | -6%
Cc1cc(=O)oc2cc(OC(=O)CCCCCN3C(=O)c4ccccc4C3=O)ccc12 | 63%[activator][57.1 µM] | -4%[57.1 µM] | -3% | 5% | -10% | 2.0% | -31% | 4% | 0%
CCCn1nnc(NC(=S)NC(=O)C(C)(C)C)n1 | 5%[57.1 µM] | -15%[57.1 µM] | -19% | 2% | ? | -1.6% | 9% | -7% | 2%
COc1ccc(Cl)cc1NC(=O)CN(C)C(=O)C12CC3CC(CC(Cl)(C3)C1)C2 | -17% | -17% | 1% | 0% | -2% | -2.2% | -19% | -12% | -12%
COc1ccc(OCc2nnc(SCC(=O)Nc3ccc(C)cc3)o2)cc1 | 4% | 17% | -18% | -8% | -4% | -2.8% | -2% | -21% | 0%
O=C(Nc1ccc2c(c1)OCCO2)c1ccccc1F | -5%[57.1 µM] | -9% | -13% | 1% | 28% | -0.7% | -38%[11.4 µM] | -13% | -5%
COc1cccc(OC)c1C(=O)N1CCNCC1 | -2%[57.1 µM] | -17% | -6% | 3% | ? | -0.2% | ? | -19% | -5%
CC1CCN(S(=O)(=O)c2cccc(C(=O)NC3CCS(=O)(=O)C3)c2)CC1 (stereo not drawn) | -4%[57.1 µM] | 12%[57.1 µM] | -10%&-25% | -16%&-3% | ? | 0.5% | -1% | 8%&-2% | 6%&-3%
CC[C@]1(c2ccccc2OC)C(=O)N(C(=O)OC)N1C(=O)OC | 1% | ? | -21% | -4% | 2% | -4.4% | 5% | -6% | -7%
Cc1ccc(-c2nnc(N3CCN(C(=O)CN4CCOCC4)CC3)c3ccccc23)cc1 | 3%[57.1 µM] | 4%[57.1 µM] | 3% | 0% | -24% | -0.7% | 6% | -12% | -5%
CCOC(=O)N1CCC(N2CCN(S(=O)(=O)c3ccc(Cl)cc3)CC2)CC1 | 2%[57.1 µM] | 3%[57.1 µM] | -1% | 2% | ? | -0.9% | -3% | -1% | 2%
COC(=O)C1=C(C(=O)OC)[C@@H]2N(C)c3ccc(OC)cc3[C@@]23C[C@@H](C(=O)OC)N(C(=O)c2ccco2)C3=N1 | -4% | -4% | ? | -6% | -20% | · | -5% | -1% | -6%
CCc1cc(=O)oc2c(C)c(OCC(=O)NCCCN3CCCC3=O)ccc12 | 24% | -5% | -6% | 5% | 4% | 4.8% | 15% | -14% | 1%
Fc1ccc(NC(=S)Nc2cccnc2)c(Cl)c1 | 4%[57.1 µM] | -67% | -1% | 7% | ? | 2.2% | -10% | 5% | 0%
O=c1/c(=C\c2cccn2-c2ccccc2)sc2nc3ccccc3n12 | 7%[57.1 µM] | 23%[57.1 µM] | 6% | 0% | -18% | -0.3% | -14% | -12% | 5%
Cc1c(CN(C)CCc2ccccc2)c(=O)n(-c2ccccc2)n1C | 4%[57.1 µM] | 13%[57.1 µM] | -7% | 0% | ? | 0.6% | 6% | -5% | 1%
